Bioassay records: PubChem BioAssay, Broad Institute
PRC2 inh: EZH2/PRC2 methyltransferase inhibitors, primary screen, biochemical, DELFIA time-resolved fluorescence, single point | Histone-lysine N-methyltransferase EZH2 (Homo sapiens), Q15910 | PRC2 H3K27 methylation, DELFIA TRF, 1 h | inhibition, % at 12.5 µM | hit rate 0.35% among 57,000;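 active = mean inhibition of replicates at least 50% and every single replicate also reaching 50%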;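 note: dimethyl H3K27 on biotinylated H3 21-44 peptide detected by antibody; plate controls were median neutral control wells for no effect and median positive control wells for full effect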
Target sequence (Q15910 whole entry, looked up): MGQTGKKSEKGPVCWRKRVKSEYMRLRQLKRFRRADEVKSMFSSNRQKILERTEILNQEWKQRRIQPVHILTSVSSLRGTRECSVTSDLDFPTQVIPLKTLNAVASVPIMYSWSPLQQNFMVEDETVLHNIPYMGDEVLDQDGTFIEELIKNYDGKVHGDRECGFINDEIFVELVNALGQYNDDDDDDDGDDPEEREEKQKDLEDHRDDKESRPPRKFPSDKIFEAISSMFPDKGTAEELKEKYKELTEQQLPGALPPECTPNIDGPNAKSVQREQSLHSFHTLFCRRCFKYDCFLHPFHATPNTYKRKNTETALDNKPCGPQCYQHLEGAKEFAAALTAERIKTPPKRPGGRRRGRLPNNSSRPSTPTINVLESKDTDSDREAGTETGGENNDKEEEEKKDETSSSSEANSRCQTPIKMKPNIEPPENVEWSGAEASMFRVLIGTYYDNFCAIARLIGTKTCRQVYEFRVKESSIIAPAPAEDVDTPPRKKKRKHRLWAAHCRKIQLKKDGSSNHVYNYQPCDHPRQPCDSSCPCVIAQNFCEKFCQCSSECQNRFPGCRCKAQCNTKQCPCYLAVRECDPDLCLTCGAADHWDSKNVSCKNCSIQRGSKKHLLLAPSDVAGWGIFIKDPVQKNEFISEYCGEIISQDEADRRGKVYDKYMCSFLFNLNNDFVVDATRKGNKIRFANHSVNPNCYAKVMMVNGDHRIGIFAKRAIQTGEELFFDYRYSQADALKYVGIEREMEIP
IDH1 mut inh: inhibitors of IDH1 R132H reductase, primary screen, biochemical, plate reader, single point; diaphorase/resazurin fluorescence, 60 min; inhibition, % at 10 µM; hit rate 0.18% among 70,000; AID 624101, 2012; in the data active = inhibition above about 34%;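 note: 0% = DMSO and 100% = no enzyme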
Numbers without * were called inactive; nt = no result given. Only part of the results is shown; the hit share may differ from the screen's.

entry	structure	PRC2 inh	IDH1 mut inh
1	C[C@@H]1CN([C@H](C)CO)C(=O)c2cccc(NC(=O)Nc3ccc(C(F)(F)F)cc3)c2O[C@H]1CN(C)Cc1ccc(C(F)(F)F)cc1	nt	-5.5
2	O=C(Cc1cccnc1)N[C@@H]1CC[C@H](CCn2cc(Cc3ccccc3)nn2)O[C@@H]1CO	-5.9	-0.1
3	C[C@@H]1CCCCO[C@@H](CN(C)CC2CC2)[C@H](C)CN([C@H](C)CO)C(=O)c2cc(NC(=O)Nc3ccc(C(F)(F)F)cc3)ccc2O1	nt	3.9
4	O=C(O)C[C@@H]1C[C@@H]2c3cc(NC(=O)c4ccc5c(c4)OCO5)ccc3O[C@@H]2[C@@H](CO)O1	4.2	-6.6
5	C[C@@H]1CN([C@@H](C)CO)C(=O)Cc2cc(NC(=O)Cc3cn(C)c4ccccc34)ccc2O[C@H]1CN(C)S(=O)(=O)c1cn(C)cn1	nt	-28.3
6	Cc1cccc(NC(=O)C2CN(S(=O)(=O)c3ccccc3)CCN2S(=O)(=O)c2ccccc2)c1 (stereo not drawn)	1.4	0.0
7	C[C@H](CO)N1C[C@H](C)[C@H](CN(C)C(=O)C2CCCCC2)Oc2ncc(/C=C/c3ccccc3)cc2C1=O	-13.8	-0.5
8	COc1ccc(NC(=O)Nc2ccc3c(c2)C(=O)N([C@H](C)CO)C[C@H](C)[C@@H](CN(C)C(=O)NC(C)C)O3)cc1	1.0	nt
9	CC(C)NC(=O)N(C)C[C@@H]1OCCCC[C@H](C)Oc2ccc(NC(=O)NC3CCCCC3)cc2C(=O)N([C@H](C)CO)C[C@@H]1C	1.3	0.2
10	O=C(NCc1ccccc1)C(c1ccccc1)N(Cc1ccccc1)C(=O)Cc1ccccc1 (stereo not drawn)	34.8	nt
11	C[C@@H]1CN([C@H](C)CO)C(=O)Cc2cc(NS(=O)(=O)c3ccc(Cl)cc3)ccc2O[C@@H]1CN(C)C(=O)Nc1ccccc1	5.9	0.4
12	O=C(NCC[C@H]1CC[C@H](NC(=O)C2CCOCC2)[C@H](CO)O1)Nc1ccc(Cl)cc1	6.8	-0.2
13	O=C(NCc1cccnc1)c1cnn2c(C(F)(F)F)cc(-c3ccccc3)nc12	2.4	1.6
14	COCC(=O)N[C@H]1CC[C@H](CC(=O)N2CCCCC2)O[C@@H]1CO	16.6	-0.5
15	C[C@H](CO)N1C[C@H](C)[C@H](CN(C)C(=O)Nc2ccccc2)Oc2c(NC(=O)C3CCCCC3)cccc2C1=O	-5.1	nt
16	COc1cccc(S(=O)(=O)Nc2ccc3c(c2)[C@H]2C[C@H](CC(=O)NCc4ccccc4F)O[C@@H](CO)[C@H]2O3)c1	2.0	0.1
17	CO[C@@H]1CN(C)C(=O)c2cc(NS(=O)(=O)c3ccccc3Cl)ccc2OC[C@H](C)NC[C@@H]1C	7.9	0.5
18	O=C(C[C@H]1C[C@H]2c3cc(NC(=O)Nc4ccccc4F)ccc3O[C@H]2[C@@H](CO)O1)NCc1ccncc1	6.4	0.0
19	O=C(C[C@H]1C[C@@H]2c3cc(NC(=O)CC4CC4)ccc3O[C@@H]2[C@@H](CO)O1)NCCN1CCCCC1	-12.1	-1.9
20	CCCc1cn(CC[C@@H]2CC[C@@H](NC(=O)Cc3cccnc3)[C@@H](CO)O2)nn1	3.4	0.3
21	CCCC#Cc1ccc2c(c1)O[C@@H](CN(C)C(C)=O)[C@H](C)CN([C@@H](C)CO)S2(=O)=O	8.0	-1.3
22	C[C@@H]1CCCCO[C@@H](CN(C)CC2CC2)[C@H](C)CN([C@@H](C)CO)C(=O)c2cc(NC(=O)c3ccccc3)ccc2O1	nt	2.2
23	Cc1noc(C)c1S(=O)(=O)Nc1ccc2c(c1)C(=O)N([C@@H](C)CO)C[C@H](C)[C@H](CN(C)Cc1ccc(C(F)(F)F)cc1)O2	-3.6	nt
24	C[C@@H]1CCCCO[C@H](CN(C)C(=O)Cc2ccccc2)[C@@H](C)CN([C@@H](C)CO)C(=O)c2cc(NS(=O)(=O)c3cn(C)cn3)ccc2O1	nt	-1.2
25	Cc1ccc(S(=O)(=O)Nc2ccc3c(c2)C(=O)N([C@@H](C)CO)C[C@H](C)[C@@H](CN(C)Cc2ccccc2)O3)cc1	3.0	0.0
26	C/C=C/c1ccc2c(c1)O[C@@H](CN(C)C(=O)Nc1ccc(C(F)(F)F)cc1)[C@H](C)CN([C@H](C)CO)S2(=O)=O	-14.0	2.9
27	C[C@H](CO)N1C[C@H](C)[C@@H](CN(C)Cc2ccccc2)Oc2ccc(NC(=O)CCN3CCOCC3)cc2CC1=O	-12.5	0.1
28	O=C(Nc1ccncc1)c1cc([N+](=O)[O-])ccc1Cl	-28.6	0.3
29	C[C@@H]1CCCCO[C@@H](CN(C)CC2CC2)[C@H](C)CN([C@H](C)CO)C(=O)c2cc(NS(=O)(=O)c3ccccc3)ccc2O1	nt	-0.6
30	Cc1ccc(-c2nnc(N3CCN(C(=O)CSc4ncn[nH]4)CC3)c3ccccc23)cc1	-5.3	0.8
31	COCc1cn(CC[C@H]2CC[C@@H](NC(=O)Nc3ccc(F)cc3)[C@H](CO)O2)nn1	-5.9	0.0
32	CCC(=O)Nc1ccc2c(c1)OC[C@H](C)N(Cc1ccncc1)C[C@H](C)[C@H](OC)CN(C)C2=O	18.3	-0.1
33	CC(C)NC(=O)Nc1ccc2c(c1)C(=O)N([C@@H](C)CO)C[C@@H](C)[C@H](CN(C)S(=O)(=O)c1cn(C)cn1)OCCCC[C@@H](C)O2	nt	-2.7
34	COc1ccccc1S(=O)(=O)N[C@H]1C=C[C@H](CC(=O)NCc2cc(F)cc(F)c2)O[C@@H]1CO	-8.4	-0.3
35	O=C(NCCCn1ccnc1)c1cc(-c2ccc(Br)cc2)nc2ccccc12	-13.2	41.7*
36	NC(=O)N/N=C/c1ccc([N+](=O)[O-])o1	nt	0.6
37	Cc1ccc(S(=O)(=O)N(C)C[C@@H]2Oc3ccc(NS(=O)(=O)c4ccccc4)cc3CC(=O)N([C@H](C)CO)C[C@H]2C)cc1	nt	-1.4
38	COc1ccc(OC)c(S(=O)(=O)N(C)CC(=O)N2CCN(c3ccc(F)cc3)CC2)c1	-14.5	0.2
39	COc1ccc(NC(=O)Nc2ccc3c(c2)C(=O)N([C@@H](C)CO)C[C@@H](C)[C@H](CN(C)Cc2ccccc2)O3)cc1	6.4	nt
40	CO[C@H]1CN(C)C(=O)c2cc(NS(=O)(=O)c3ccc(Cl)cc3)ccc2OC[C@@H](C)N(C(=O)NC(C)C)C[C@@H]1C	-1.9	0.1
41	COc1ccc(NC(=O)N[C@H]2CC[C@H](CCNC(=O)c3ccccc3F)O[C@@H]2CO)cc1	-2.6	-0.1
42	CCCNC(=O)N(C)C[C@@H]1Oc2ncc(-c3ccc(F)cc3)cc2C(=O)N([C@H](C)CO)C[C@@H]1C	15.0	0.3
43	CO[C@@H]1CN(C)C(=O)c2ccc(NC(=O)CC(F)(F)F)cc2OC[C@@H](C)N(S(=O)(=O)c2cn(C)cn2)C[C@@H]1C	8.8	-0.3
44	CNC[C@H]1Oc2c(NS(=O)(=O)c3cn(C)cn3)cccc2C(=O)N([C@H](C)CO)C[C@@H]1C	5.7	2.8
45	COCC(=O)N(C)C[C@@H]1Oc2cc(C#CCC3CCCC3)ccc2S(=O)(=O)N([C@H](C)CO)C[C@@H]1C	3.5	10.9
46	CCOC(=O)C1CCCCN1Cc1cccc([N+](=O)[O-])c1 (stereo not drawn)	nt	-0.8
47	COc1ccccc1C#Cc1ccc2c(c1)O[C@@H](CN(C)Cc1cccnc1)[C@H](C)CN([C@@H](C)CO)S2(=O)=O	2.3	nt
48	C[C@@H]1CCCCO[C@H](CN(C)S(=O)(=O)c2ccc(F)cc2)[C@@H](C)CN([C@H](C)CO)C(=O)c2cc(NC(=O)Cc3ccccc3)ccc2O1	nt	-3.0
49	CC(C)=CCc1c(O)cc(O)c2c(=O)cc(-c3ccc(O)cc3)oc12	nt	0.3
50	CO[C@H]1CN(C)C(=O)c2cc(NC(C)=O)ccc2OC[C@@H](C)N(CCC(F)(F)F)C[C@H]1C	2.3	0.2
51	NS(=O)(=O)c1ccc(CCNC(=O)c2cccnc2)cc1	4.5	0.0
52	COC(=O)c1ccc(Cl)c(NC(=O)CSc2ncn[nH]2)c1	-0.3	-0.5
53	CO[C@@H]1CN(C)C(=O)c2cc(NC(C)=O)ccc2OC[C@H](C)N(Cc2cccnc2)C[C@@H]1C	-13.9	nt
54	CO[C@H]1CN(C)C(=O)c2ccc(NS(=O)(=O)c3ccc(C)cc3)cc2OC[C@@H](C)N(C(=O)NC(C)C)C[C@H]1C	12.8	-0.1
55	CC1CCc2c(sc3ncnc(SCC(=O)NC4CCCCC4)c23)C1 (stereo not drawn)	-10.3	-0.4
56	C[C@@H]1CN([C@H](C)CO)C(=O)c2cc(NS(=O)(=O)c3cccs3)ccc2O[C@@H](C)CCCCO[C@@H]1CN(C)S(=O)(=O)c1ccc(F)cc1	nt	1.8
57	C[C@@H]1Cc2c(O)c(O)cc(O)c2C(=O)O1	nt	-0.8
58	O=C(O)C1C2C=CC(O2)C1C(=O)Nc1ccc(Oc2ccc(Cl)cc2)cc1 (stereo not drawn)	-6.3	-0.2
59	COc1ccc(S(=O)(=O)N[C@@H]2C=C[C@H](CC(=O)N3CCc4ccccc4C3)O[C@H]2CO)cc1	-6.0	0.5
60	CC(=O)N(C)C[C@@H]1Oc2ncc(-c3cccc(F)c3)cc2C(=O)N([C@@H](C)CO)C[C@H]1C	-13.7	-1.6

Next part
entry	structure	PRC2 inh	IDH1 mut inh
61	CC(=O)Nc1ccc(S(=O)(=O)Nc2ccc([N+](=O)[O-])cc2)cc1	-9.9	0.2
62	COCCNC(=O)C[C@H]1C[C@@H]2c3cc(NC(=O)NC4CCCC4)ccc3O[C@@H]2[C@@H](CO)O1	0.3	0.0
63	C/C=C/c1ccc2c(c1)O[C@@H](CN(C)C(=O)Nc1ccc(F)cc1)[C@H](C)CN([C@H](C)CO)S2(=O)=O	-7.6	0.6
64	CC(C)CC#Cc1ccc2c(c1)O[C@@H](CN(C)C(=O)Nc1ccccc1F)[C@@H](C)CN([C@@H](C)CO)S2(=O)=O	nt	-0.4
65	C[C@H](CO)N1C[C@H](C)[C@H](CN(C)S(=O)(=O)c2cccs2)OCCCC[C@H](C)Oc2ccc(NS(=O)(=O)c3cccs3)cc2C1=O	nt	0.0
66	CO[C@@H]1CN(C)C(=O)c2cc(NC(=O)C3CCCC3)ccc2OC[C@@H](C)N(C(=O)CC2CC2)C[C@@H]1C	4.1	-0.3
67	CO[C@@H]1CN(C)C(=O)c2ccc(NS(=O)(=O)c3cccc(F)c3)cc2OC[C@@H](C)N(C(=O)Cc2cccnc2)C[C@@H]1C	5.6	0.1
68	C[C@H]1CN([C@@H](C)CO)S(=O)(=O)c2ccc(-c3cncnc3)cc2O[C@H]1CN(C)C(=O)C1CC1	-22.5	nt
69	C[C@H](CO)N1C[C@H](C)[C@H](CN(C)Cc2ccncc2)Oc2c(NC(=O)C3CCCCC3)cccc2C1=O	-0.9	1.6
70	CO[C@@H]1CN(C)C(=O)c2cc(NC(=O)C3CCCC3)ccc2OC[C@@H](C)N(C(=O)CC2CC2)C[C@H]1C	-3.3	0.3
71	COc1cccc(S(=O)(=O)N(C)C[C@H]2OCc3cn(nn3)CCCC(=O)N([C@H](C)CO)C[C@@H]2C)c1	-3.3	nt
72	C[C@@H]1CN([C@@H](C)CO)C(=O)Cc2cc(NS(=O)(=O)c3cn(C)cn3)ccc2O[C@H]1CN(C)C(=O)Nc1cccc2ccccc12	nt	-0.2

5 successive entries from above:
entry	structure	PRC2 inh	IDH1 mut inh
68	C[C@H]1CN([C@@H](C)CO)S(=O)(=O)c2ccc(-c3cncnc3)cc2O[C@H]1CN(C)C(=O)C1CC1	-22.5	nt
69	C[C@H](CO)N1C[C@H](C)[C@H](CN(C)Cc2ccncc2)Oc2c(NC(=O)C3CCCCC3)cccc2C1=O	-0.9	1.6
70	CO[C@@H]1CN(C)C(=O)c2cc(NC(=O)C3CCCC3)ccc2OC[C@@H](C)N(C(=O)CC2CC2)C[C@H]1C	-3.3	0.3
71	COc1cccc(S(=O)(=O)N(C)C[C@H]2OCc3cn(nn3)CCCC(=O)N([C@H](C)CO)C[C@@H]2C)c1	-3.3	nt
72	C[C@@H]1CN([C@@H](C)CO)C(=O)Cc2cc(NS(=O)(=O)c3cn(C)cn3)ccc2O[C@H]1CN(C)C(=O)Nc1cccc2ccccc12	nt	-0.2

Continued.
entry	structure	PRC2 inh	IDH1 mut inh
73	CCCC#Cc1cnc2c(c1)C(=O)N([C@@H](C)CO)C[C@H](C)[C@H](CN(C)C(=O)NCCC)O2	8.6	-0.4
74	CCCC#Cc1cnc2c(c1)C(=O)N([C@H](C)CO)C[C@@H](C)[C@@H](CN(C)Cc1ccncc1)O2	nt	1.1
75	C[C@@H]1CCCCO[C@@H](CN(C)S(=O)(=O)c2cn(C)cn2)[C@@H](C)CN([C@H](C)CO)C(=O)c2cc(NC(=O)CCC(F)(F)F)ccc2O1	nt	-0.7
76	COc1ccc(C)cc1S(=O)(=O)NCc1ccccn1	8.3	0.1
77	O=C(C[C@H]1CC[C@H](NS(=O)(=O)c2ccc(F)cc2)[C@H](CO)O1)NCCc1ccncc1	2.0	0.6
78	CC(C)CC#Cc1ccc2c(c1)O[C@@H](CN(C)Cc1ccc(F)cc1)[C@@H](C)CN([C@H](C)CO)S2(=O)=O	nt	-0.4
79	Cc1noc(C)c1NC(=O)N(C)C[C@@H]1Oc2ccc(NS(=O)(=O)c3ccc(F)cc3)cc2CC(=O)N([C@@H](C)CO)C[C@H]1C	nt	3.2
80	CC(C)NC(=O)Nc1ccc2c(c1)CC(=O)N([C@H](C)CO)C[C@H](C)[C@H](CN(C)Cc1ccc(C(=O)Nc3ccccc3N)cc1)O2	nt	0.3
